# PAFAH1B2 FP inh – PAFAH1B2 enzyme inhibitors, primary screen, biochemical, fluorescence polarization, human; recombinant PAFAH1B2, FP-rhodamine activity probe; inhibition, % at 3.39 µM; 340,000 tested, 1.2% active; Platelet-activating factor acetylhydrolase IB subunit alpha2 (Homo sapiens), P68402; AID 492953, 2010;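 active = inhibition above the mean of all tested compounds plus 3 SD, cut at about 24% in these data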;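 note: 0% = enzyme with DMSO and 100% = wells lacking PAFAH1B2; many of its hits are not listed in these tables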
# Target sequence (P68402 whole entry, looked up): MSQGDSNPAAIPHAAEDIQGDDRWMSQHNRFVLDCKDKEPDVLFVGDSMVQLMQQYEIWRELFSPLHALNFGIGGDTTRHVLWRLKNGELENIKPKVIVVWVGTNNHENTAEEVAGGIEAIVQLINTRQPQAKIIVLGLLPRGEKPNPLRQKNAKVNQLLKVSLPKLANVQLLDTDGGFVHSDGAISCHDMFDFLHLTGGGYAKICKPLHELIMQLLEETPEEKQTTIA
# MEX-5 binding – MEX-5 zinc finger RNA-binding disruptors – biochemical, C. elegans, fluorescence polarization, MLPCN library, primary screen; Zinc finger protein mex-5 (Caenorhabditis elegans), Q9XUB2; MEX-5/FITC-TCR2 RNA binding; hits give low values; activity score (negative = inhibition of binding), % at 10 µM; 300,000 tested, 0.38% active;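 active = inhibition past about -25% in most replicates, and total fluorescence under double the plate's negative control median, limit read from the data; inconclusive = replicates evenly split on the limit, or fluorescence at least double controls; inactive = too little inhibition in most replicates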;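 note: 0% = DMSO and -100% = 5 µM competing unlabeled TCR2 RNA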
# PME-1 inh – PME-1 inhibitors via competitive probe labeling, primary screen, biochemical, fluorescence polarization, FP-Rh probe, HTS; 320,000 tested, 0.53% active; recombinant PME-1; inhibition, % at 5.9 µM;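 active = inhibition above the campaign mean of all compounds plus 3 SD, cut at about 26% in these data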;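 note: competitive labeling of PME-1 active site by serine hydrolase directed probe; 0% = PME-1 with DMSO and 100% = wells lacking PME-1 enzyme; inhibitors block probe labeling so polarization falls and inhibition rises; many of its hits are not listed in these tables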
# Fam108B inh – mouse Fam108B serine hydrolase inhibitors, primary screen, counter-screen for RBBP9 inhibitor project, biochemical, fluorescence polarization; inhibition, % at 9.51 µM; recombinant Fam108B, FP-Rh probe fluorescence polarization; AID 1947, 2009; 300,000 tested, 0.33% active;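 active = inhibition above the screen mean inhibition plus 3 SD, computed separately per campaign, cut at about 18% in these data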;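 note: inhibitors lower polarization as less probe binds the enzyme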
# pPAFAH inh – pPAFAH enzyme inhibitors, primary screen, biochemical, fluorescence polarization, human | Platelet-activating factor acetylhydrolase (Homo sapiens), Q13093 | recombinant pPAFAH, FP-rhodamine probe fluorescence polarization | inhibition, % at 3.39 µM | 330,000 tested, 1.5% active;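 active = inhibition above the mean inhibition across the screen plus 3 SD, cut at about 25% in these data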;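 note: inhibitors block binding of the rhodamine activity-based probe so polarization drops; 0% = enzyme with DMSO and 100% = wells lacking pPAFAH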
# AHR act – AHR activators, primary screen, cell-based, luminescence, luciferase reporter, human; 320,000 tested, 2.5% active; Aryl hydrocarbon receptor (Homo sapiens), P35869; AHR-responsive luciferase reporter cells; activation, % at 5 µM; in the data active = activation above about 47%;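 note: 0% = vehicle wells and 100% = reference agonist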
# GLD-1 TGE inh – GLD-1/TGE RNA complex disruptors, primary screen, biochemical, fluorescence polarization. Female germline-specific tumor suppressor gld-1 (Caenorhabditis elegans), Q17339. purified GLD-1 + fluorescein TGE RNA. inhibition, % at 5.96 µM. 320,000 tested, 0.44% active. AID 2280, 2010;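 active = percent inhibition above a per-plate cutoff, the plate mean of test compounds plus 3 SD, cut at about 30% in these data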;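 note: 0% = DMSO wells with GLD-1 and probe and 100% = wells lacking GLD-1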
# Target sequence (Q17339 whole entry, looked up): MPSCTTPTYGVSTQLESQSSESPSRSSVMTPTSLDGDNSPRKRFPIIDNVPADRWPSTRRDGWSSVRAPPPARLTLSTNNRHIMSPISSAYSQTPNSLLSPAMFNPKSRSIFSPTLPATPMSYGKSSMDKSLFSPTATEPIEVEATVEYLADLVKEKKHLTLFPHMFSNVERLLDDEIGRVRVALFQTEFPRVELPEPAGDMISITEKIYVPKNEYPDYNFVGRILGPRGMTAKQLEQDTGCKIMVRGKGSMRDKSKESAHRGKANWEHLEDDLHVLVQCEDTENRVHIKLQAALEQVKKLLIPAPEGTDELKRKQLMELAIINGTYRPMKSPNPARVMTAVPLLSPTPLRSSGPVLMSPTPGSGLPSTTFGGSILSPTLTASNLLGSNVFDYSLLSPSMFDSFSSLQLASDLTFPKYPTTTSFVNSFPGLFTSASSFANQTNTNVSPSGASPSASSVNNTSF
# MCL1 BIM primary – inhibitors of MCL1 binding to BIM-BH3, primary screen, biochemical, fluorescence polarization | 320,000 tested, 0.68% active | GST-MCL1 / FITC-Bim-BH3 fluorescence polarization | inhibition, % at 10.9 µM | AID 2057, 2009 | Induced myeloid leukemia cell differentiation protein Mcl-1 (Homo sapiens), Q07820;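 active = inhibition above the mean inhibition of all tested compounds plus 3 SD, set per campaign, cut at about 40% in these data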;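 note: 0% = DMSO wells and 100% = unlabeled Bim-BH3 peptide control; higher means more loss of mP so more displacement of Bim peptide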
# BCLXL inh – inhibitors of human Bcl-xL, primary screen, biochemical, fluorescence polarization, HTS; inhibition, % at 10.9 µM; 320,000 tested, 0.7% active; GST-Bcl-xL / FITC-Bim BH3 peptide fluorescence polarization; AID 2129, 2009; Bcl-2-like protein 1 (Homo sapiens), Q07817;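 active = inhibition above the mean of all tested compounds plus 3 SD, cutoff set per campaign, cut at about 30% in these data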;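 note: 0% = DMSO wells and 100% = unlabeled Bim-BH3 peptide competitor; inhibitors lower millipolarization by displacing the labeled peptide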
# Target sequence (Q07817 whole entry, looked up): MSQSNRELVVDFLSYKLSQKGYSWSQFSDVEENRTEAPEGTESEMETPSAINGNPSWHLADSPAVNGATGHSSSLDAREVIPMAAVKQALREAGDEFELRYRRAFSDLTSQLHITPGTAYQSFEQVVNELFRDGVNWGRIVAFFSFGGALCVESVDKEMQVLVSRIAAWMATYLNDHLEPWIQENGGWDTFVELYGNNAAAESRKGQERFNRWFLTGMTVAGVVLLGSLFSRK
# An asterisk follows results filed as active; ? = inconclusive; . = no result given.
SMILES,PAFAH1B2 FP inh,MEX-5 binding,PME-1 inh,Fam108B inh,pPAFAH inh,AHR act,GLD-1 TGE inh,MCL1 BIM primary,BCLXL inh
COc1ccccc1NC(=O)N(Cc1cc2cc(OC)c(OC)cc2[nH]c1=O)CC1CCCO1 (stereo unspecified),-1,-4.7,-4,4,11,4,5,-2,1
COc1ccc(COc2ccc3ccc(=O)oc3c2)cc1,4,0.4,2,1,6,-2,-3,4,6
Cc1oc2c(c1C(=O)N1CCOCC1)C(=O)c1ccccc1C2=O,4,1.6,-3,0,6,-8,-4,-4,-2
Cc1cc(NC(=O)C2C3C=CC(C3)C2C(=O)O)no1 (stereo unspecified),3,-2.5,0,-2,-2,2,0,-3,-2
CCc1ccc(-c2cc(C)no2)cc1S(=O)(=O)Nc1cc(C)on1,3,0.5,2,-10,8,0,-3,5,6
CC(C)c1ccc(/C=C(\NC(=O)c2ccccc2)C(=O)NCCN2CCOCC2)cc1,0,?,2,-1,5,1,1,1,7
CN1CCN(c2ccccc2NC(=O)c2ccc(N3CCCC3)c([N+](=O)[O-])c2)CC1,0,-2.0,-3,1,1,0,0,12,6
CC1=C(C(=O)OCc2ccccc2)C(c2ccc(Cl)cc2Cl)NC(=O)N1CCCCCC(=O)O (stereo unspecified),.,-1.8,11,-1,5,-2,6,13,11
NC(=O)CSc1nnnn1-c1ccccc1Cl,1,-1.1,1,-5,4,2,-13,0,1
COc1ccc(Br)cc1CNC(=O)c1ccc2c(c1)N(C)CCS2,-2,3.9,7,4,10,49*,2,4,4
COc1ccccc1CNC(=O)c1cc2c(s1)CS(=O)(=O)C2,4,0.4,-5,-2,6,-4,-7,-3,1
CCN(C(=O)CSc1nnc(-c2ccccc2)o1)c1c(N)n(Cc2ccccc2)c(=O)[nH]c1=O,1,1.3,0,4,2,0,5,-2,0
Cc1cc(C)c2c(-n3cccc3)c(NC(=O)OCc3ccccc3)sc2n1,1,-4.3,-9,3,9,45,-4,0,0
C=CCN(C(=O)CSC1=NC(=O)CN1C(C)=O)c1nc(C)c(-c2ccccc2)s1,2,0.6,-6,4,1,-7,1,0,-3
CC(C)(C)NC(=O)NC(=O)COC(=O)C1c2ccccc2Oc2ccccc21,-2,3.9,-4,-6,-5,4,-5,0,1
CCOC(=O)CN1CC23C=CC(O2)C(C(=O)Nc2ccc(F)cc2)C3C1=O (stereo unspecified),7,0.3,1,-4,-3,2,9,3,2
CCCCC1CCc2[nH]nc(C(=O)O)c2C1 (stereo unspecified),22,.,-2,2,2,0,2,-6,4
O=C(Cn1nnc2ccccc2c1=O)NCc1ccc(Cl)cc1,5,-0.2,3,-1,4,4,1,-4,8
O=C(NCc1ccccc1)N1CCN(CCO)CC1,-5,2.5,-2,5,-2,0,3,-1,4
Cc1c(/N=C(\[O-])Nc2ccc(Br)cc2)sn[n+]1C,.,.,4,-1,11,-7,-2,-2,-3
Fc1ccccc1/C=N/Nc1ncnc2ccccc12,2,-4.7,14,-2,2,31,-2,5,3
CC(=O)NC(Cc1ccc(C)cc1)C(=O)NC1CCN(c2ncccc2[N+](=O)[O-])CC1 (stereo unspecified),-2,-1.4,8,0,2,0,5,4,5
CN(CC(=O)Nc1ccc(Cl)c(C(F)(F)F)c1)C(=O)CCN1C(=O)C2CC=CCC2C1=O (stereo unspecified),4,1.6,3,0,7,-2,11,-1,6
COc1ccc(N(CC(=O)Nc2cc([N+](=O)[O-])ccc2C)S(C)(=O)=O)cc1OC,-3,2.2,2,2,1,4,-2,1,1
O=C(NCCc1c[nH]c2ccccc12)C(=O)NCC1OCCN1S(=O)(=O)c1ccc(Cl)cc1 (stereo unspecified),14,1.5,2,-3,9,6,4,0,2
Cc1ccccc1C(=O)N1CCC(C(=O)N2CCN(S(=O)(=O)c3ccccc3F)CC2)CC1,2,2.2,7,0,4,-2,0,-4,-4
CC(C)(C)SCCNC(=O)c1ccc(Cl)c([N+](=O)[O-])c1,1,.,3,-1,2,8,6,6,5
CCN(c1ccc(OC)cc1)S(=O)(=O)c1nnc(NC(=O)COc2ccc(F)cc2)s1,13,-2.1,-2,5,20,1,-4,2,5
Cc1cc(C)c2nc(N3C(=O)C(O)=C(C(=O)c4ccco4)C3c3ccc(O)cc3)sc2c1 (stereo unspecified),13,.,-20,.,19,3,8,15,9
CCCN(C(=O)CSCC(=O)Nc1cccc(C)c1)c1c(N)n(Cc2ccccc2)c(=O)[nH]c1=O,-2,-0.7,-2,-1,0,1,3,-2,2
O=C(Nc1ccsc1C(=O)NC1CCCCC1)c1ccc(F)cc1,3,0.0,1,1,2,4,5,2,5
O=C(c1ccc(S(=O)(=O)N2CCCC2)cc1)N1CCC(CN2C(=O)c3cccc4cccc(c34)C2=O)CC1,-4,-1.5,-4,-4,7,0,7,5,7
C/C=C(/C)C(=O)O[C@@H]1c2c(ccc3ccc(=O)oc23)OC(C)(C)[C@@H]1OC(C)=O,4,.,.,.,13,0,-2,.,.
O=C(CCS(=O)(=O)c1ccccc1)NCCS(=O)(=O)c1ccccc1,3,1.5,-3,3,3,2,-5,-4,4
O=C(NCCCN1CCc2ccccc2C1)C1CCN(S(=O)(=O)N2CCCC2)CC1,-3,-0.1,-1,1,3,2,5,9,6
COc1cccc(C2Nc3ccccc3C(=O)N2c2ccc(F)cc2)c1O (stereo unspecified),-2,0.8,-3,4,5,-2,-4,-12,0
COc1cc(/C=C/C(=O)OCC(=O)NC(=O)NC(C)(C)C)ccc1OCC#N,-2,0.0,2,1,-3,-1,-5,0,3
CCn1c(=O)cc(SCC(=O)N(C)Cc2ccccc2)c2ccccc21,4,4.1,-1,1,10,2,7,3,4
COC(=O)c1ccc(C(c2c(N)n(CC(C)C)c(=O)[nH]c2=O)N2CCN(c3ccccc3)CC2)cc1 (stereo unspecified),2,0.8,-1,1,0,3,-10,-5,0
NC(=S)NNC(=O)Nc1cccc(Cl)c1,3,1.3,6,-2,2,-3,4,-17,-12
CCOc1ccc(/C=N/n2c(-c3ccccc3)n[nH]c2=S)cc1,2,-1.4,-2,2,11,20,3,-13,-29
O=C(NN=Cc1cccc([N+](=O)[O-])c1)c1cc(-c2cccnc2)nc2ccccc12,2,.,.,.,0,2,1,.,.
O=C(NCCc1ccncc1)c1ccccc1F,-2,-0.2,7,-1,3,7,1,-7,0
Cc1ccc(C(=O)CSc2nnc(COc3cccc4cccnc34)o2)cc1,0,-1.0,3,6,2,0,2,5,1
O=C(N/N=C/c1ccc(-c2cccc(C(F)(F)F)c2)o1)c1cccc(F)c1,-1,-1.2,-42,-21,7,-4,3,-3,-5
O=C(NCc1ccc(F)cc1)c1ccc(N2CCOCC2)c([N+](=O)[O-])c1,9,3.6,0,0,11,-1,-1,-9,-3
O=C(CSCC(=O)NC1CC1)Nc1ccccc1,3,2.2,-1,3,5,0,2,7,3
CCOC(=O)C1(Cc2cccc(OC)c2)CCCN(C(=O)c2ccc(OC)o2)C1 (stereo unspecified),-6,2.5,0,0,9,4,1,4,0
CC1CN=C(N(C(=O)Nc2ccccc2)C(C)C)S1 (stereo unspecified),2,-0.6,-2,-1,3,0,9,5,2
Cc1cc(-c2c(C)[nH]n(-c3ccccc3)c2=O)n(-c2ccccc2)n1,0,0.2,-7,1,-7,6,-4,6,-1
COc1ccc(CCNC2CC(=O)N(CCc3ccccc3)C2=O)cc1 (stereo unspecified),-1,2.7,1,5,0,-1,-1,-3,4
O=C(NCC(c1ccc(F)cc1)N1CCOCC1)c1ccc(-c2ccccc2)cc1 (stereo unspecified),0,.,.,.,3,0,-2,.,.
COc1cc(C)c(C)cc1S(=O)(=O)NC1CC(C)(C)NC(C)(C)C1,-1,1.1,5,3,4,-1,7,-1,-1
COc1ccc(CC(=O)OCC(=O)Nc2cccc(Br)c2)cc1,4,0.6,1,-5,20,1,1,10,2
Cc1nc(C)c2c(c1C(F)(F)F)-c1ccccc1C2(F)F,-4,0.6,-3,-2,-2,1,6,-3,-1
Cc1nc2ccc(S(=O)(=O)NCC(=O)O)cc2s1,3,-1.2,0,4,-3,2,1,7,10
CCCCNc1c(-c2ccc(OC)c(SC(C)CC)c2)nc2cc(C)ccn12 (stereo unspecified),8,.,.,.,17,9,19,.,.
CCn1c(SCC(=O)Nc2cccc(S(=O)(=O)N(C)c3ccccc3)c2)nnc1C1CC1,-1,.,10,.,2,-1,-2,6,6
COc1ccccc1CNC(=O)C1CCC(CNS(=O)(=O)c2cccc3cccnc23)CC1 (stereo unspecified),2,-3.9,6,-2,-2,2,-3,-1,1
O=C1CC(N2CCN(c3ccccc3Cl)CC2)C(=O)N1c1ccc(F)cc1 (stereo unspecified),-1,0.1,-1,2,1,-1,2,3,3
# Other entries:
SMILES,PAFAH1B2 FP inh,MEX-5 binding,PME-1 inh,Fam108B inh,pPAFAH inh,AHR act,GLD-1 TGE inh,MCL1 BIM primary,BCLXL inh
O=C(N=Nc1c(O)[nH]c2ccccc12)c1cccc(S(=O)(=O)Nc2ccccc2Cl)c1,6,-0.2,12,12,14,16,2,10,7
CS(=O)(=O)N1CCN(c2ccccc2NC(=O)CSc2nnc(-c3ccco3)o2)CC1,-1,-1.5,11,1,3,0,0,11,7
O=C(CNC(=O)c1ccc(F)cc1)N/N=C/c1cc(Br)ccc1OC(=O)/C=C/c1ccco1,3,-1.5,-5,-22,14,7,1,19,9
CCn1nnnc1SCC(=O)N1c2ccccc2CCc2ccccc21,8,-2.3,0,4,2,1,1,4,4
CCOC(=O)C1=C(C)N=C2SC(C)C(=O)N2C1c1ccccc1 (stereo unspecified),0,0.8,-2,0,8,3,-5,3,5
CCOC(=O)Cn1c(CN2CCOCC2)nc2c1c(=O)[nH]c(=O)n2C,1,0.2,-5,-3,2,0,1,-4,1
O=C(Cc1ccc2c(c1)OCCO2)Nc1cccc(S(=O)(=O)N2CCOCC2)c1,2,.,1,.,4,-1,8,-14,-9
COc1ccc(NC(=O)CS(=O)c2ccc(Cl)c(Cl)c2)cc1 (stereo unspecified),13,4.5,1,5,-3,-4,10,4,4
O=C(Nc1cc([N+](=O)[O-])ccc1N1CCOCC1)c1cccs1,4,1.3,4,-2,1,2,3,-4,-1
CCOc1ccc(C(=O)Nc2c3c(nn2-c2ccc(C)cc2)CS(=O)C3)cc1OCC (stereo unspecified),1,.,-5,2,-2,34,4,-10,-2
CCOC(=O)c1nn(-c2ccc(C)cc2)c(=O)cc1OCC(=O)Nc1cccc(C)c1,5,1.0,-1,2,6,0,0,3,4
C=CCn1c(SCCNC(C)=O)nc2cc(-c3ccccc3)sc2c1=O,7,-1.0,-1,-1,-2,-6,-2,2,0

# High-throughput results (PubChem BioAssay)

# An excerpt. The share of hits here may be higher or lower than overall.
